pAkt inh: blocks phosphorylation of Akt; Neuro2A IGF-stimulated pAkt S473 HTRF, 20 min; active compounds read low; activity change, % for hits at 50 µM; hit rate 0.32% among 360,000; AID 651550; in the data active = activity change below about -80%; inconclusive = mostly about -51% to -80%; note: % is set by controls: 0 for no effect and ±100 for the full control effect
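Neuro2A cells in DMEM with 0.5% FBS, overnight at 37 deg C, given compound at single 50 µM final, then IGF (6 nM final) for 20 min at 37 deg C. Lysed; phospho-Akt Ser473 by HTRF after 24 h, 665/615 ratio.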
TDP-43 yeast inh: rescues yeast growth from TDP-43 toxicity. TDP-43 expressing yeast growth rescue, BacTiter-Glo, 24 h. Potency, µM (titrated, usually from 46.1 µM), without a hit: at the top dose growth rescue (activation), most hits filed as activators. hit rate 1.8% among 410,000; note: potency is the fitted concentration of half-maximal effect; % of control where 0% means no effect; nearly all actives have a fitted effect of over 50% in size
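Growth rescue of TDP-43-toxic yeast measured as ATP luminescence (BacTiter-Glo). Cells grown to mid-log in raffinose, induced in galactose at OD600=0.02, exposed to compound 24 hr at 30 deg C.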
aSyn yeast inh: alpha-synuclein toxicity inhibition in yeast | Yeast expressing alpha-synuclein, growth rescue, BacTiter-Glo, 24 h | Potency, µM (highest dose often 46.1 µM), inactives show at the highest dose growth rescue (activation), hits mostly activators | hit rate 0.14% among 370,000 | AID 652106; note: potency is the fitted concentration of half-maximal effect; % of control where 0% means no effect; nearly all actives have a fitted effect of over 65% in size
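Screening used galactose-induced yeast with toxic alpha-synuclein levels, exposed to compound for 24 hr at 30 deg C. Cell growth, read with BacTiter-Glo luminescence, gave the measured signal.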
Abeta rescue: A-beta toxicity reversal in yeast | Potency, µM (top dose mostly 46.1 µM), for the others: top-dose growth rescue, hits mostly activators | AID 1347071 | hit rate 0.063% among 410,000 | yeast expressing A-beta42, growth rescue, OD600, 48 h; response scale: 0% DMSO, 100% iron-clioquinol control; note: potency is the fitted concentration of half-maximal effect; nearly all actives have a fitted effect of over 55% in size
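Growth rescue measured by 600 nm absorbance after 48 h yeast culture at 30 C with compound. Values normalized between DMSO and an equimolar ferric chloride plus clioquinol control.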
FUS suppressor: FUS proteinopathy suppression in yeast | S. cerevisiae FUS-expressing, growth rescue, OD600, 24 h | hit rate 0.24% among 390,000 | Potency, µM (top dose mostly 76.6 µM), without a hit: top-dose growth rescue (activation), actives largely listed as activators | AID 1347120;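 note: potency is the fitted concentration of half-maximal effect; plate controls were DMSO vehicle for no effect and reference control for full effect; nearly all actives have a fitted effect of over 55% in size; some results filed as inactive show a strong effect at the top dose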
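S. cerevisiae expressing FUS from galactose induction served as the toxicity model. Growth after 24hr at 30C, read as absorbance at 600 nm, indicates suppression of toxicity; compounds dosed at several concentrations.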
HEK293 tox: cytotoxicity counter-screen for GLP-1 receptor inverse agonists; HEK293 cAMP-luciferase reporter cells, luminescence, 24 h; Potency, µM (series often up to 38.3 µM), inactives show top-dose activity change, negative = inhibition, hits mostly inhibitors; hit rate 0.13% among 410,000;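 note: loss of luciferase light is scored as toxicity; potency is the fitted concentration of half-maximal effect; % is set by controls: 0 for no effect and ±100 for the full control effect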
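To flag toxic compounds, the library was rerun on cells for 24 hr at 37 deg C and 5% CO2. Viability-linked luminescence was captured 12 min after adding luciferase detection reagent.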
MmCpn inh: inhibitors of Methanococcus maripaludis chaperonin (MmCpn) | Potency, µM (doses to about 76.9 µM), for inactives: top-dose activity, negative = inhibition, actives largely listed as inhibitors | hit rate 0.031% among 330,000 | purified Mm-Cpn ATPase, ADP Transcreener TR-FRET | AID 504842; note: potency is the fitted concentration of half-maximal effect; % is set by controls: 0 for no effect and ±100 for the full control effect; nearly all actives have a fitted effect of over 80% in size
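ATPase turnover read by TR-FRET ADP competition (Eu cryptate antibody/ADP-d2, 665/590 nm): 10uM ATP final, 25nM Mm-CPN final, 30 min 37degC after 10-min compound preincubation, pH 7.4 Tris/KCl/MgCl2/DTT buffer.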
PTHR1 agonist: PTHR1 (human) receptor agonism; Potency, µM (top dose mostly 115 µM), for inactives: top-dose activation, actives largely listed as activators; hit rate 0.075% among 410,000; HEK293 GP2 PTHR1 cells, GloSensor cAMP luminescence, 1 h; note: potency is the fitted concentration of half-maximal effect; nearly all actives have a fitted effect of over 55% in size; some results filed as inactive show a strong effect at the top dose; inactives centre near -15; many of its hits are not listed in these tables
Target sequence (Q03431 whole entry, looked up): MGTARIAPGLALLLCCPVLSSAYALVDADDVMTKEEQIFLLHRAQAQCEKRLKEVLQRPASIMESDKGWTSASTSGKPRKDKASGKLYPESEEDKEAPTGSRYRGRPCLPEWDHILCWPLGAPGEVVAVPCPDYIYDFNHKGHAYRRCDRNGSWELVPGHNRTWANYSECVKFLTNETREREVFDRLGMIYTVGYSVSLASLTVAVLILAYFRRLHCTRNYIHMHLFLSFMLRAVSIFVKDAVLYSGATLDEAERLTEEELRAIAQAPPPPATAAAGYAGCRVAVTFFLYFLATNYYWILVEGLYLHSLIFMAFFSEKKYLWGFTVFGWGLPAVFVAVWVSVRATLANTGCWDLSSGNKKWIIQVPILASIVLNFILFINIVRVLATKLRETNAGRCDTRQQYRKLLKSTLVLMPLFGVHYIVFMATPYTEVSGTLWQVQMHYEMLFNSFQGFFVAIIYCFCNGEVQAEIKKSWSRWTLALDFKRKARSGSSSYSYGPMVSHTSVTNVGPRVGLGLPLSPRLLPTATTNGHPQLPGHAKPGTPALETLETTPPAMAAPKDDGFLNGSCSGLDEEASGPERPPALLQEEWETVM
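HEK-293-derived GP2 cells expressing PTHR1 and a GloSensor cAMP reporter, 3,000/well, plated overnight, given luciferin plus IBMX (each 0.5 mM as added) for 1 h at 37 °C, then compound for 1 h at 37 °C. Luminescence was read after 15 min at room temperature.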
GLP1R inv ag: inverse agonists of human GLP-1 receptor; P43220; HEK293 GLP-1R CRE-luciferase, luminescence, 24 h; GLP-1R form is constitutively active; Potency, µM (titrated, usually from 38.3 µM), without a hit: at the highest dose activity change, negative = inhibition, actives largely listed as inhibitors; AID 624417; hit rate 1.6% among 410,000; note: potency is the fitted concentration of half-maximal effect; % is set by controls: 0 for no effect and ±100 for the full control effect; nearly all actives have a fitted effect of over 55% in size
Target sequence (P43220 whole entry, looked up): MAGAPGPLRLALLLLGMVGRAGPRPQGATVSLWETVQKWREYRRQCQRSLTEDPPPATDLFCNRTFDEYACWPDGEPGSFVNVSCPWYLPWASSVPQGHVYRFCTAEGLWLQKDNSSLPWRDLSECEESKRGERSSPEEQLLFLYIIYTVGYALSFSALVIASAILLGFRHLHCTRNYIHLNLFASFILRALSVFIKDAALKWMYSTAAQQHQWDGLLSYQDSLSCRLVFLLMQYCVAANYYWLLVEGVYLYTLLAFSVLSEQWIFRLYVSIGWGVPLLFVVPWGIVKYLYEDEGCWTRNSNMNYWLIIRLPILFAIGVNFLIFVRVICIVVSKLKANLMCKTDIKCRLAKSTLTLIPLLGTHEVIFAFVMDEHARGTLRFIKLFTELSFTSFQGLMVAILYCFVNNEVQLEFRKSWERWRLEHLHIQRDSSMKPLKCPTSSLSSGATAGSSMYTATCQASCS
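Assay principle: reduced luminescence from a cAMP-responsive reporter in HEK293 cells co-expressing a constitutively active GLP-1R. Conditions: 24 hr compound incubation, 37 deg C, 5% CO2.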
* hit, by the source's call; i = inactive; ? = inconclusive; / = no result given; & = joins results of further samples; [ ] = remark or other dose. Unless noted, calls come from the whole dose curve; as a rule, active = well fitted curve in the direction sought with a large enough effect; inconclusive = small, poorly fitted or top-dose-only effect, or another doubt; inactive = no such curve, though single readings can be large; an effect the other way counts as inactive or inconclusive. Some of the compounds tested; the hit share may differ from the screen's.

SMILES	pAkt inh	TDP-43 yeast inh	aSyn yeast inh	Abeta rescue	FUS suppressor	HEK293 tox	MmCpn inh	PTHR1 agonist	GLP1R inv ag
C#CC1(N2CCCCC2)CCCCC1	i	23%	6%	7%	-15%	-1%	/	i	-4%
O=C(Nc1ccccc1)/C(=C/c1cccnc1)NC(=O)c1ccccc1	i	-1%	8%	15%	6%	0%	2%	i	29%
CCN(CC)CCOC(=O)c1ccc(NC(=O)CNC(=O)C2CCCCC2)cc1	i	10%	2%	8%	0%	-12%	1%	i	10%
CC(C)CN1C(=O)C(=O)N(CC(=O)c2ccc[nH]2)C1=O	i	9%	0%	11%	-2%	0%	0%	i	34%[activator]
CC(C)Cn1c(-c2cc([N+](=O)[O-])ccc2Cl)nc2c1c(=O)[nH]c(=O)n2Cc1ccccc1	i	12%	-1%	16%	27%	-22%	0%	-26%	12%
O=C1CC(N2CCSCC2)C(=O)N1CCc1ccccc1 (stereo not given)	i	1%	3%	2%	0%	-4%	-3%	i	19%
COc1ccc(CCNC(=O)c2ccc3c(c2)c(C)c(C)n3Cc2ccccc2)c(OC)c1OC	/	-1%	/	3%	?	-3%	/	i	?
COc1ccccc1N(C)S(=O)(=O)c1ccc(C(=O)Nc2ccc3nc(C)sc3c2)cc1	i	19%	0%	1%	/	-22%	0%	-39%[inhibitor]	?
COC(=O)[C@@H](Cc1c[nH]c2ccccc12)NC(=O)C1CCCN(S(=O)(=O)c2ccc(C)cc2)C1 (stereo not given in full)	i	6%	1%	17%	?	-21%	0%	i	-23%
COc1cccc(NC(=O)[C@@H]2CCCN2C(=O)C2CCN(S(=O)(=O)c3ccc(C)cc3)CC2)c1	i	4%	-16%	0%	34%	-8%	-2%	i	?
COc1ccc(Cl)cc1N(CC(=O)N1CCCC1)S(C)(=O)=O	i	-15%	2%	2%	-5%	-15%	2%	i	-18%
CC(=O)NC(Cc1ccc(F)cc1)C(=O)N1CCN(C(=O)NCc2ccccc2)CC1 (stereo not given)	i	-15%	-1%	11%	0%	-2%	0%	i	-3%
O=C(NCc1ccccc1Cl)c1ccc2sc([C@@H]3O[C@H](CO)[C@H](O)[C@H](O)[C@H]3O)nc2c1	i	0%	1%	-11%	-16%	4%	/	i	27%
CN(C(=O)c1ccncc1)C1CCCN(Cc2ccccc2F)C1 (stereo not given)	i	-7%	1%	-1%	-9%	-8%	2%	-4%	17%
Cc1cc(C)c(C#N)c(Sc2ccccc2N)n1	i	-24%[0.397 µM]	-13%	?	21%	-12%	-4%	-22%	2%
Cn1c(C(=O)NCc2cccs2)cc2c(=O)n(C)c3ccccc3c21	i	24%	-4%	0%	9%	3%	0%	-13%	9%
O=C(O)c1ccc(NS(=O)(=O)c2ccc(C(=O)Nc3ccccc3)cc2)cc1	i	15%	-1%	-4%	/	18%	-2%	-30%[inhibitor]	14%
O=C(CCCC(=O)NN=Cc1cccc(O)c1)NN=Cc1cccc(O)c1	i	19%	9%	2%	/	-1%	/	-7%	13%
CCCC(C(=O)NCc1ccco1)N(CC1CCCO1)C(=O)CNS(=O)(=O)c1ccc(F)cc1 (stereo not given)	i	-12%	-2%	5%	-8%	-11%	?	-2%	-6%
O=C(NNS(=O)(=O)c1ccccc1[N+](=O)[O-])c1cccc([N+](=O)[O-])c1	i	15%	2%	3%	/	2%	-1%	-8%	0%
Cc1ccc(C2N=C(N)Nc3nc4ccccc4n32)cc1 (stereo not given)	i	?	4%	-3%&10%	10%&-13%	1%&6%	4%	-5%	8%&12%
CCOc1ccc(NC(=O)NCCN2CCN(c3cc(Cl)ccc3C)CC2)cc1	/	2%	/	-5%	-14%	-2%	/	-19%	-25%
C[C@H]1CCCCO[C@H](CN(C)Cc2ccncc2)[C@@H](C)CN([C@@H](C)CO)C(=O)c2cc(NS(=O)(=O)c3ccccc3)ccc2O1	i	?	1%	-2%	-4%	5%	/	-13%	23%
COC(=O)[C@@]1(C)[C@H]2C(=O)N(Cc3ccccc3)C(=O)[C@H]2[C@H]2CN(C)C(=NC3CCCCC3)N21	i	-8%	1%	-15%	-18%	1%	0%	-26%	24%
Cc1cc(=O)oc2cc(OCCSCCN3CCCC3)ccc12	i	2%	2%	-8%	14%	3%	2%	-4%	-7%
CC(=O)N1CCc2cc(S(=O)(=O)NC(C(=O)Nc3nc(C)cs3)C(C)C)ccc21 (stereo not given)	i	-11%	-2%	-9%	20%	-4%	-2%	0%[57.5 µM]	4%
O=C(Cn1nnc(-c2ccc([N+](=O)[O-])cc2)n1)NNC(=O)c1ccccc1	i	-4%	6%	-14%	-17%	15%	-5%	i	6%
CCCNC(=O)COC(=O)/C=C/c1ccc(C)o1	i	9%	-9%	-20%	-2%	11%	1%	-33%[inhibitor]	5%
CCCCOc1ccc(C(=O)NCC(=O)NCC(c2ccc(OC)cc2)N2CCOCC2)cc1 (stereo not given)	i	-6%	-3%	-12%	/	-23%	0%	i	-13%
CCOc1ccccc1C1C(C(=O)Nc2ccccc2)=C(C)Nc2nc(-c3ccccc3)nn21 (stereo not given)	/	-15%	/	-16%	15%	2%	/	-24%	5%
CC(Sc1nc(O)c(-c2ccccc2)c(=O)[nH]1)C(=O)Nc1ccc(Cl)cc1 (stereo not given)	i	-34%[inhibitor]	0%	-7%	31%	-1%	0%	?	-37%
CC1Cc2cc(S(=O)(=O)N3CCC(C(=O)Nc4ccccn4)CC3)ccc2N1C(=O)C1CCC1 (stereo not given)	i	5%	10%	6%	10%	-1%	-11%	-28%	18%
CCN(CC)C(=O)C(=O)c1cccn1-c1cccc(Cl)c1C#N	i	-10%	-2%	2%	8%	-8%	1%	i	-8%
Cc1ccc(S(=O)(=O)N2CCCCC2)cc1C(=O)OCC(=O)NC(=O)NC12CC3CC(CC(C3)C1)C2	i	?	0%	-19%	/	2%	-6%	i	-12%
COCCN(C(=O)Cn1nnc2ccccc21)C(C(=O)NC1CCCC1)c1cccc(OC)c1OC (stereo not given)	i	0%	-3%	-13%	15%	-7%	3%	i	-1%
Cc1cc2c(cc1C)C(c1ccccc1F)CC(=O)N2 (stereo not given)	i	13%	0%	-1%	-27%	-7%	0%	-14%	-12%
Cc1cccc(C(=O)Nc2nnc(S(=O)(=O)N3c4ccccc4CC3C)s2)c1 (stereo not given)	/	21%	/	3%	-13%	-12%	/	-95%[inhibitor]	?
CSc1cccc(NC(=S)N2CCC(c3ccccc3)C2)c1 (stereo not given)	i	13%	-5%	?	29%	-17%	1%	-30%[inhibitor]	?
Cc1cc(Oc2ccc(C#N)cc2)nc(NCc2ccccc2)n1	i	16%	-5%	5%	-5%	0%	2%	-8%[57.5 µM]	-17%
CN(C)c1nn2c(-c3ccccc3)nnc2o1	i	7%	-4%	-8%	-8%	-6%	/	-4%	16%
Cn1c(SCC(=O)c2ccccc2)nnc1C1CC1	i	-7%	23%	12%	-28%	-5%	-1%	-3%[57.5 µM]	36%[activator]
CC(C)CNC(=O)NC1C(NC(=O)NCC(C)C)N(C)C(=O)N1C (stereo not given)	i	7%	0%	3%[9.22 µM]	-28%	15%	1%	i	3%
C/C(=C\c1ccc2c(c1)OCO2)C(=O)c1c(C)cc(C)[nH]c1=O	i	-12%	-8%	-4%	-25%	1%	-1%	i	?
O=C(O)Cn1cc(C(=O)C(F)(F)F)c2ccccc21	i	-12%	-3%	-2%	9%	-8%	4%	i	-5%
CC(=O)Oc1ccc2c(C)c(CC(C)O)c(=O)oc2c1 (stereo not given)	i	12%	0%	-9%	15%	322%[activator]	-12%	i	7%
C=CCNC(=S)N/N=C/c1ccc(OCc2ccccc2)cc1	i	21%	5%	13%	-17%	-27%	2%	i	-24%
Cc1ccc(NC(=O)NCc2cccnc2)cc1	i	-1%	6%	-13%	15%	-6%	-4%	3%	7%
CSc1nncn1/N=C/c1cc(Cl)ccc1F	i	?	1%	2%	5%	-1%	-2%	-4%[57.5 µM]	9%
Cc1ccc(Cl)cc1Nc1nn2c(=O)c3ccc(C(=O)NC4CCC(C)CC4)cc3nc2s1 (stereo not given)	/	21%	/	3%	-15%	3%	/	22%	3%
Cc1nnc(NC(=O)CSc2nnc(CNC(=O)c3ccc(S(=O)(=O)N(C)C)cc3)o2)s1	i	8%	3%	10%	/	-2%	-4%	-13%	0%
C=CCn1c(=O)c2ccccc2n2c(SC(C)C(N)=O)nnc12 (stereo not given)	i	2%	-9%	-10%	9%	-5%	1%	i	31%

Some of the entries so far, bar-delimited.
Structure | pAkt inh | TDP-43 yeast inh | aSyn yeast inh | Abeta rescue | FUS suppressor | HEK293 tox | MmCpn inh | PTHR1 agonist | GLP1R inv ag
Cc1ccc(NC(=O)NCc2cccnc2)cc1 | i | -1% | 6% | -13% | 15% | -6% | -4% | 3% | 7%
COc1cccc(NC(=O)[C@@H]2CCCN2C(=O)C2CCN(S(=O)(=O)c3ccc(C)cc3)CC2)c1 | i | 4% | -16% | 0% | 34% | -8% | -2% | i | ?
O=C(Cn1nnc(-c2ccc([N+](=O)[O-])cc2)n1)NNC(=O)c1ccccc1 | i | -4% | 6% | -14% | -17% | 15% | -5% | i | 6%
COc1ccc(Cl)cc1N(CC(=O)N1CCCC1)S(C)(=O)=O | i | -15% | 2% | 2% | -5% | -15% | 2% | i | -18%

High-throughput results from PubChem BioAssay.
